# Hsp90 Hop PPI = changes Hsp90-Hop TPR2A binding signal, up or down | Potency, µM (doses to about 57 µM), inactives show top-dose activity change, negative = inhibition | AlphaScreen TPR2A-His6 binding biotin-Hsp90 C-terminal peptide | actives 0.44% (n = 71,000); active means well fitted curve in either direction with a large enough effect; inconclusive means small, poorly fitted or top-dose-only effect, or another doubt; further: potency means the concentration at half of the fitted maximal effect; on the % scale 0 is the no-effect control and ±100 the full control effect; many of its hits are not listed in these tables
# Fluorescein fluor = fluorescein region autofluorescence. Compound autofluorescence, 480/540 nm, fluorescein-equivalent; hits give high values. max fluorescein-equivalent concentration, M. actives 0.91% (n = 59,000). AID 593; in the data active means max fluorescein-equivalent concentration above about 10 nM; inconclusive means between about 1.1 nM and that limit
#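 Normalized response (dye-equivalent concentration) derives from comparing each well's 540 nm emission, under 480 nm excitation, with plate-resident fluorescein standards. Compounds were held in 100 mM Tris, pH 8.0, for 15 min at room temperature.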
# 15-hLO inh = blocks human 15-lipoxygenase activity. P16050. purified 15hLO-1, xylenol orange hydroperoxide absorbance. Potency, µM (series often up to 57.1 µM), for inactives: top-dose activity change, negative = inhibition, most hits filed as inhibitors. actives 1.4% (n = 74,000); further: potency means the concentration at half of the fitted maximal effect; on the % scale 0 is the no-effect control and ±100 the full control effect; nearly all actives have a fitted effect of over 55% in size
# Target sequence (P16050 whole entry, looked up): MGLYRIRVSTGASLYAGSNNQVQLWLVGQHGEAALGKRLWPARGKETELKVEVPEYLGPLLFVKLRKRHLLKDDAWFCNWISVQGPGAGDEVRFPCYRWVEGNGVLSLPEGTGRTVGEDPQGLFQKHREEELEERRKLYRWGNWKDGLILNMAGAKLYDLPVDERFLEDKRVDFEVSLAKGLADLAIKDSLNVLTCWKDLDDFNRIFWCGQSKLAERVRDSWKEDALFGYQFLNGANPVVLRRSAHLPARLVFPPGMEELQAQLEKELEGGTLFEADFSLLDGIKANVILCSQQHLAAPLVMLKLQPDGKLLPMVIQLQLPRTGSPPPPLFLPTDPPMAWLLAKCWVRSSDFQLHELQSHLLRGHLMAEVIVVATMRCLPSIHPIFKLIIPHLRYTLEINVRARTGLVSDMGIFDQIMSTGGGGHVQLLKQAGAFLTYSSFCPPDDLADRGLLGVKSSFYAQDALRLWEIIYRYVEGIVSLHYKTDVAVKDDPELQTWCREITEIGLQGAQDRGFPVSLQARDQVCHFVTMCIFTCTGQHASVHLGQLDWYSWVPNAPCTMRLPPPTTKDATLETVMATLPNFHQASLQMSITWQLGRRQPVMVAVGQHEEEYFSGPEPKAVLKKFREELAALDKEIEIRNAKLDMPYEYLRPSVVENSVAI
#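 Quantitative HTS in 25 mM Hepes pH 7.5 containing 0.01% Triton X-100: human 15hLO-1 at 40 nM, arachidonic acid at 50 uM, 6 min turnover. Product quantified via ferrous oxidation/xylenol orange, 573:405 nm absorbance ratio.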
# HADH2 inh = blocks human hydroxyacyl-CoA dehydrogenase type II; actives 3.4% (n = 73,000); Q99714; Potency, µM (series often up to 57.1 µM), for the others: at the highest dose activity change, negative = inhibition, hits mostly inhibitors; AID 886; recombinant HADH2, NADH fluorescence, beta-hydroxybutyryl-CoA; further: potency means the concentration at half of the fitted maximal effect; on the % scale 0 is the no-effect control and ±100 the full control effect; nearly all actives have a fitted effect of over 60% in size; many of its hits are not listed in these tables
# Target sequence (Q99714 whole entry, looked up, one chain of several): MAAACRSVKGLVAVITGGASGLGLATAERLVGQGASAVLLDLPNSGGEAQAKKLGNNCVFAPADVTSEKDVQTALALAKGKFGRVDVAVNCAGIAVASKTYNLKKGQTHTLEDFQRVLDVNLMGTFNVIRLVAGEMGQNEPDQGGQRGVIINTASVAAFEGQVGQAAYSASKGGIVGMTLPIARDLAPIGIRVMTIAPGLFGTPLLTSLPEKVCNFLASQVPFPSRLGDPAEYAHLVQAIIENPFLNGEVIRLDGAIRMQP
#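 His-tagged recombinant enzyme from E. coli, 20 nM, preincubated 15 min RT with compound; reaction started with 1 mM NAD+ and 90 uM beta-hydroxybutyryl-CoA in 100 mM Tris-HCl pH 9.0. NADH fluorescence (ex 360/em 450) read over 4 min; last-minus-first difference.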
# GFP derepression = epigenetic GFP locus derepression in mouse cells; mouse C127i GFP locus derepression, cytometry, 30 h; Potency, µM (titrated, usually from 46.1 µM), inactives show at the highest dose GFP derepression (activation); actives 0.09% (n = 68,000); further: % of control where 0% means no effect
#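 Read-out is the number of GFP-positive cells, scored as fluorescent objects 20 to 120 um wide, reflecting derepression of a silenced CMV-GFP reporter in murine C127i cells after 30 h compound exposure at 37 C.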
# Texas Red fluor = compound fluoresces in the Texas Red spectral region; Compound fluorescence, Texas Red channel, 547/618 nm; hits give high values; max dye-equivalent concentration, M; actives 0.06% (n = 59,000); AID 587; in the data active means max dye-equivalent concentration above about 10 nM; inconclusive means between about 1.1 nM and that limit
#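 Texas Red-region profiling: compounds in 100 mM Tris pH 8.0 were read at 547/618 nm after 15 min at room temperature. Intensities were normalized against a six-point Texas Red standard series to give dye-equivalent concentration.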
# Pol III holo inh = DNA polymerase III holoenzyme inhibition. reconstituted DNA polymerase III holoenzyme replication, biochemical. Potency, µM (titrated, usually from 57.1 µM), inactives show at the top dose activity change, negative = inhibition. actives 0.25% (n = 71,000); further: potency means the concentration at half of the fitted maximal effect; on the % scale 0 is the no-effect control and ±100 the full control effect
#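 Reconstituted *E. coli* holoenzyme (0.35 nM Pol III, 1 nM beta, 154 nM SSB, 2 nM primase) was preincubated with compound for 15 min at RT. Synthesis on 1.4 nM ssM13Gori ran 35 min, then was stopped with PicoGreen/EDTA and read as dsDNA fluorescence.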
# 4MU fluor = compound fluoresces in the 4-MU spectral region; compound autofluorescence, 340/450 nm, 4-MU equivalents; hits give high values; max dye-equivalent concentration, M; actives 11% (n = 59,000); AID 589; in the data active means max dye-equivalent concentration above about 10 nM; inconclusive means mostly about 1.1 nM to 9.6 nM
#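 Compounds in 100 mM Tris, pH 8.0, incubated 15 min at room temperature, then fluorescence read at 340 nm excitation/450 nm emission. Signal converted to 4-MU dye-equivalent concentration using an on-plate six-point 4-MU standard curve.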
# Rhodamine fluor = compound fluoresces in the rhodamine spectral region | Rhodamine-region fluorescence, 547/598 nm, Tris buffer; hits give high values | max dye-equivalent concentration, M | actives 0.05% (n = 59,000); in the data active means max dye-equivalent concentration above about 11 nM; inconclusive means between about 1.1 nM and that limit
#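 Intensities are converted to rhodamine-equivalent concentration using a six-point rhodamine standard on each plate. Compounds sit 15 min at room temperature in 100 mM Tris buffer, pH 8.0; read uses the 547/598 nm excitation/emission pair.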
# UbGFP stabilizer = proteasome inhibitors stabilizing ubiquitin-GFP reporter; Ubiquitin-GFP reporter cells, proteasome inhibition, GFP fluorescence; response scale: untreated = 0%, 10 µM MG-132 = 100%; Potency, µM (highest dose often 45.9 µM), for inactives: at the top dose activation (GFP accumulation), actives largely listed as activators; 67,000 tested, under 10 active; AID 526; active means well fitted activation curve with a large enough effect, not every such curve was filed as active; inconclusive means small, poorly fitted or top-dose-only effect, or another doubt; inactive means no such curve, though single readings can be large or run the other way; further: potency means the concentration at half of the fitted maximal effect
#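 U2OS Ub(G76V)-GFP reporter; O/N plating, 0.5% FBS; cpd 46 uM–2.9 nM, 4 h, 37 °C; GFP+ cell count, 488/515 nm; norm. to basal vs 10 uM MG-132; CRC fit.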
# HBB splice mod = alters splicing of the hemoglobin beta chain. HBB splicing reporter cell assay, activation; EGFP reporter with mutant IVS2-654 intron; response scale: normalised to 500 nM splice-correcting PNA. Potency, µM (titrated, usually from 46.1 µM), without a hit: at the top dose activation, hits mostly activators. actives 0.06% (n = 65,000); further: potency means the concentration at half of the fitted maximal effect; 0% is about no effect
#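 Compounds were applied for 2 days to HeLa EGFP-654 cells, 500/well in Optimem with 2% FCS. The reporter's EGFP is disrupted by mis-splicing of beta-globin intron IVS2-654. Readout: summed well GFP fluorescence from 488 nm laser scanning; reference was 500 nM antisense […] 654 PNA.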
# * hit, by the source's call; i = inactive; ? = inconclusive; . = no result given; [ ] = another dose, or the depositor's remark. Unless noted, the call rests on the fitted dose curve; in most records, active means well fitted curve in the direction sought with a large enough effect; inconclusive means small, poorly fitted or top-dose-only effect, or another doubt; inactive means no such curve, though single readings can be large; an effect the other way counts as inactive or inconclusive. This is a subset (hit frequency here may not be typical).
entry	compound	HBB splice mod	Rhodamine fluor	4MU fluor	GFP derepression	Texas Red fluor	HADH2 inh	15-hLO inh	Pol III holo inh	Fluorescein fluor	Hsp90 Hop PPI	UbGFP stabilizer
1	COC(=O)c1ccc(Cl)c(NC(=O)CN2CCOCC2)c1	2.3%	i	i	6%	i	1%	2%	0%	i	-1%	-2%
2	O=C(CSc1ccc(-c2ccc(F)cc2)nn1)N1CCCCC1	-0.7%	i	i	0%	i	4%	-5%	-7%	?	-2%	4%
3	CC(=O)Nc1ccc(S(=O)(=O)c2c(N)n(CCN3CCOCC3)c3nc4ccccc4nc23)cc1	-2.3%	i	5.3e-07M*	-1%	i	?	?	8%	i	3%	3%
4	CCN1CCN(Cc2c(O)ccc3c(=O)c(-c4ccc(OC)c(OC)c4)c(C)oc23)CC1	0.6%[0.369 µM]	i	2.6e-07M*	6%	i	?	13%	0%	i	-5%	-3%
5	Cc1cccc(CN2CCN(C(=O)c3ccccc3F)CC2)c1	2.1%	i	i	4%	i	-1%	-24%	-8%	?	-8%	-2%
6	CCN1CCCC1CNC(=O)C1CCN(Cc2nc(-c3cccc(Br)c3)oc2C)CC1 (stereo unspecified)	4.0%[1.84 µM]	i	i	3%	i	8%	7%	-4%	i	-6%	-7%
7	CC(NC(=O)c1cc(-c2cccs2)on1)c1ccccc1 (stereo unspecified)	-2.3%	i	i	1%	i	7%	-8%	7%	?	-6%	4%
8	CCOC(=O)Cc1nnc(NC(=O)C(CC)Sc2nncn2C)s1 (stereo unspecified)	-1.0%	.	.	.	.	-4%	2%	-7%	.	-5%	-6%
9	O=S(=O)(Nc1ccc(N2CCOCC2)nn1)c1ccccc1	2.3%[1.84 µM]	i	1.5e-08M*	0%	i	-7%	0%	1%	?	0%	4%
10	CCCCSCc1[nH]c(=O)[nH]c1C(=O)CCCCC(=O)OCC	0.3%	.	.	0%	.	-15%	0%	0%	.	-19%	3%
11	CN(c1ccc(C(=O)O)cc1)S(=O)(=O)c1ccc(Cl)cc1	-0.6%	i	i	3%	i	4%	0%	-4%	i	-5%	1%
12	CCn1c(COc2cccc(C)c2)nnc1SCC(=O)CC(=O)Nc1ccccc1OC	.	i	i	-1%	?	-16%	3%	4%	i	-10%	-5%
13	c1ccc(Cn2nnc3c(N4CCN(Cc5ccc6c(c5)OCO6)CC4)ncnc32)cc1	-0.1%[57.5 µM]	i	i	-4%	?	-20%	-7%	-8%	i	3%	10%
14	CSc1nsc(SC)c1NC(=O)OCCc1ccccn1	-0.2%	i	i	0%	i	-12%	-16%	1%	i	-5%	-3%
15	COc1cccc(Nc2ncccc2C(=O)O)c1	.	i	i	0%	?	8%	6%	-3%	i	-1%	4%
16	CCOC(=O)N1CCN(C(=O)Cc2ccc(-n3c(=S)[nH]c4ccccc4c3=O)cc2)CC1	-1.2%	i	i	-1%	i	-23%	-4%	-6%	i	0%	-2%
17	COc1ccc(C2NC(=O)c3n[nH]c(C)c32)c(OC)c1 (stereo unspecified)	-0.5%	.	.	0%	.	3%	2%	1%	.	-1%	8%
18	O=C(Nc1ccon1)c1cc2c(s1)CCCC2	-1.0%	i	i	0%	i	4%	-13%	-6%	i	?	-4%
19	N#Cc1c2n(c3c(=O)n(Cc4ccccc4Cl)cnc13)CCCCC2	3.6%[0.369 µM]	i	1.6e-08M*	2%	i	-1%	1%	2%	i	-2%	3%
20	O=C(CN1C(=O)c2ccccc2C1=O)NCC1COc2ccccc2O1 (stereo unspecified)	-0.3%	i	i	2%	i	10%	4%	-8%	i	1%	-3%
21	CCOC(=O)c1[nH]c(C)c(C(=O)NCCN2CCOCC2)c1C	0.3%	.	.	-2%	.	1%	7%	-2%	.	-2%	9%
22	COc1ccc(NC(=O)C2C3CCC(C3)C2C(=O)O)cc1OC (stereo unspecified)	-0.4%	i	i	5%	i	3%	6%	-6%	?	-5%	-22%
23	CCOc1ccccc1NC(=O)C1CCC(CNc2c(N3CCOCC3)c(=O)c2=O)CC1 (stereo unspecified)	-0.6%	.	.	.	.	-3%	5%	-2%	.	-5%[2.3 µM]	2%
24	Cn1c(=O)[nH]c(=O)c2c1nc(Sc1nc3ccccc3s1)n2Cc1ccccc1	-0.5%[57.5 µM]	i	i	2%	i	0%	-5%	-4%	i	-4%	5%

# Reprinted from the part before: 3 entries, followed by the next part.
entry	compound	HBB splice mod	Rhodamine fluor	4MU fluor	GFP derepression	Texas Red fluor	HADH2 inh	15-hLO inh	Pol III holo inh	Fluorescein fluor	Hsp90 Hop PPI	UbGFP stabilizer
22	COc1ccc(NC(=O)C2C3CCC(C3)C2C(=O)O)cc1OC (stereo unspecified)	-0.4%	i	i	5%	i	3%	6%	-6%	?	-5%	-22%
23	CCOc1ccccc1NC(=O)C1CCC(CNc2c(N3CCOCC3)c(=O)c2=O)CC1 (stereo unspecified)	-0.6%	.	.	.	.	-3%	5%	-2%	.	-5%[2.3 µM]	2%
24	Cn1c(=O)[nH]c(=O)c2c1nc(Sc1nc3ccccc3s1)n2Cc1ccccc1	-0.5%[57.5 µM]	i	i	2%	i	0%	-5%	-4%	i	-4%	5%
25	COc1cc(-c2noc(CCCC(=O)NCc3ccco3)n2)cc(OC)c1OC	0.6%[57.5 µM]	i	?	0%	?	15%	4%	-4%	i	-5%	2%
26	Cc1c(NC(=O)c2ccccc2N)cccc1C(=O)O	.	i	?	3%	i	-10%	-4%	-3%	i	?	-3%
27	C=CCn1c(N)c(C(=O)OCCC)c2nc3ccccc3nc21	-1.2%[57.5 µM]	i	4.9e-06M*	0%	?	.	-2%	-4%	?	9%	3%
28	CC1=C(/C=C/C(C)=C/C=C/C(C)=C/CO)C(C)(C)CCC1	-1.2%	.	.	.	.	-5%	?	-5%	.	-1%	.
29	Cc1ccc2c(C)nc(NC3=NCN(CCc4ccccc4)CN3)nc2c1	3.0%	i	i	3%	?	9%	-9%	-23%	i	-3%	-4%
30	CCCC(C(=O)NC1CCCC1)N(CC1CCCO1)C(=O)c1snc(C(N)=O)c1N (stereo unspecified)	.	i	1.7e-07M*	-1%	i	-25%	6%	-9%	i	3%	3%
31	CC(C)NC(=O)CCNC(=O)c1ccc(F)cc1	0.2%[0.369 µM]	i	i	-2%	i	-1%	4%	-4%	i	-5%	.
32	CCCN(CCc1ccccc1)[C@H]1CCc2c(O)cccc2C1	-1.6%	i	i	-2%	i	-11%	12%	-7%	i	?	5%
33	O=C(CCCn1nnc(-c2cccnc2)n1)c1ccc(F)cc1	-0.3%[57.5 µM]	i	i	-4%	i	-17%	4%	-1%	i	1%	0%
34	COc1ccc(Cl)c(N2CCN(CCCNC(=O)Nc3ccc(C)cc3)CC2)c1	3.9%	i	i	-2%	i	4%	-12%	-8%	i	-13%	0%
35	Cc1cccc(C)c1N(CC(=O)Nc1cccc(N(C)S(C)(=O)=O)c1)S(C)(=O)=O	2.4%[57.5 µM]	i	i	2%	i	24%	3%	-4%	i	0%	-5%
36	Cc1cc(C(=O)COC(=O)CN(C)S(=O)(=O)c2ccc(Cl)cc2)c(C)n1Cc1cccs1	1.6%[57.5 µM]	i	i	-2%	?	15%	2%	3%	i	-4%	2%
37	N#CC(CC(=O)O)=C(c1ccccc1)c1ccccc1	1.4%[9.22 µM]	i	i	9%[9.22 µM]	?	-7%[11.4 µM]	3%[11.4 µM]	-8%[11.4 µM]	?	-1%[11 µM]	-5%[9.17 µM]
38	CCC(C)NC(=O)C1CCC(=O)N(c2cc(OC)c(OC)c(OC)c2)C1c1ccc(OC)cc1 (stereo unspecified)	-0.1%	i	i	6%	i	0%	13%	-5%	i	-5%	-3%
39	CC1CCCCC1NC(=O)c1ccc(CNc2c(N3CCCC3)c(=O)c2=O)cc1 (stereo unspecified)	0.4%	.	.	0%	.	2%	0%	-3%	.	1%	-7%
40	Cc1cc(S(=O)(=O)N2CCN(c3ccccc3C)CC2)ccc1F	-1.7%	i	i	0%	i	-2%	-18%	-4%	?	25%	6%
41	Fc1ccc(NCc2nnc(SCc3nnc(-c4ccccc4)o3)n2CC2CCCO2)cc1 (stereo unspecified)	.	i	i	-2%	i	25%	-9%	-2%	i	-4%	-3%
42	Cc1ccc(CNC(=O)c2ccc(Br)o2)cc1	-1.4%[9.22 µM]	.	.	-4%	.	1%	5%	-2%	.	-1%	-14%
43	CCOC(=O)COc1ccc(S(=O)(=O)Nc2ccc3c(c2)OCO3)cc1	1.0%	i	i	2%	i	8%	-10%	1%	i	-6%	4%
44	COCCNc1cc(-c2ccccc2C(F)(F)F)ncn1	0.6%	i	i	0%[9.22 µM]	i	?	?	-3%	i	-14%	16%
